# TexasRed autofl: Texas Red region autofluorescence | Compound fluorescence, Texas Red channel, 547/618 nm; hits give high values | max dye-equivalent concentration, M | 59,000 compounds, 0.06% hits; in the data active means max dye-equivalent concentration above about 10 nM; inconclusive means between about 1.1 nM and that limit
#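 Dye-equivalent concentrations come from scaling compound signal (ex 547, em 618 nm) to six Texas Red standard concentrations run on every plate, after 15 min room-temperature incubation in pH 8.0 Tris (100 mM).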
# Rhodamine autofl: compound autofluorescence in rhodamine spectral region; Rhodamine-region fluorescence, 547/598 nm, Tris buffer; hits give high values; 59,000 compounds, 0.05% hits; max dye-equivalent concentration, M; in the data active means max dye-equivalent concentration above about 11 nM; inconclusive means between about 1.1 nM and that limit
#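 Intensities are converted to rhodamine-equivalent concentration using a six-point rhodamine standard on each plate. Compounds sit 15 min at room temperature in 100 mM Tris buffer, pH 8.0; read uses the 547/598 nm excitation/emission pair.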
# BRCT inh green: BRCA1 BRCT-phosphoprotein interaction inhibition. Potency, µM (titrated, usually from 76.9 µM), inactives show at the top dose activity change, negative = inhibition, usual class: inhibitors. P38398. AID 875. BRCA1 BRCT-phosphopeptide binding, green fluorescence polarization. 75,000 compounds, 0.05% hits;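 further: potency means the concentration at half of the fitted maximal effect; plate controls were peptide without protein for full effect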
# Target sequence (P38398 whole entry, looked up): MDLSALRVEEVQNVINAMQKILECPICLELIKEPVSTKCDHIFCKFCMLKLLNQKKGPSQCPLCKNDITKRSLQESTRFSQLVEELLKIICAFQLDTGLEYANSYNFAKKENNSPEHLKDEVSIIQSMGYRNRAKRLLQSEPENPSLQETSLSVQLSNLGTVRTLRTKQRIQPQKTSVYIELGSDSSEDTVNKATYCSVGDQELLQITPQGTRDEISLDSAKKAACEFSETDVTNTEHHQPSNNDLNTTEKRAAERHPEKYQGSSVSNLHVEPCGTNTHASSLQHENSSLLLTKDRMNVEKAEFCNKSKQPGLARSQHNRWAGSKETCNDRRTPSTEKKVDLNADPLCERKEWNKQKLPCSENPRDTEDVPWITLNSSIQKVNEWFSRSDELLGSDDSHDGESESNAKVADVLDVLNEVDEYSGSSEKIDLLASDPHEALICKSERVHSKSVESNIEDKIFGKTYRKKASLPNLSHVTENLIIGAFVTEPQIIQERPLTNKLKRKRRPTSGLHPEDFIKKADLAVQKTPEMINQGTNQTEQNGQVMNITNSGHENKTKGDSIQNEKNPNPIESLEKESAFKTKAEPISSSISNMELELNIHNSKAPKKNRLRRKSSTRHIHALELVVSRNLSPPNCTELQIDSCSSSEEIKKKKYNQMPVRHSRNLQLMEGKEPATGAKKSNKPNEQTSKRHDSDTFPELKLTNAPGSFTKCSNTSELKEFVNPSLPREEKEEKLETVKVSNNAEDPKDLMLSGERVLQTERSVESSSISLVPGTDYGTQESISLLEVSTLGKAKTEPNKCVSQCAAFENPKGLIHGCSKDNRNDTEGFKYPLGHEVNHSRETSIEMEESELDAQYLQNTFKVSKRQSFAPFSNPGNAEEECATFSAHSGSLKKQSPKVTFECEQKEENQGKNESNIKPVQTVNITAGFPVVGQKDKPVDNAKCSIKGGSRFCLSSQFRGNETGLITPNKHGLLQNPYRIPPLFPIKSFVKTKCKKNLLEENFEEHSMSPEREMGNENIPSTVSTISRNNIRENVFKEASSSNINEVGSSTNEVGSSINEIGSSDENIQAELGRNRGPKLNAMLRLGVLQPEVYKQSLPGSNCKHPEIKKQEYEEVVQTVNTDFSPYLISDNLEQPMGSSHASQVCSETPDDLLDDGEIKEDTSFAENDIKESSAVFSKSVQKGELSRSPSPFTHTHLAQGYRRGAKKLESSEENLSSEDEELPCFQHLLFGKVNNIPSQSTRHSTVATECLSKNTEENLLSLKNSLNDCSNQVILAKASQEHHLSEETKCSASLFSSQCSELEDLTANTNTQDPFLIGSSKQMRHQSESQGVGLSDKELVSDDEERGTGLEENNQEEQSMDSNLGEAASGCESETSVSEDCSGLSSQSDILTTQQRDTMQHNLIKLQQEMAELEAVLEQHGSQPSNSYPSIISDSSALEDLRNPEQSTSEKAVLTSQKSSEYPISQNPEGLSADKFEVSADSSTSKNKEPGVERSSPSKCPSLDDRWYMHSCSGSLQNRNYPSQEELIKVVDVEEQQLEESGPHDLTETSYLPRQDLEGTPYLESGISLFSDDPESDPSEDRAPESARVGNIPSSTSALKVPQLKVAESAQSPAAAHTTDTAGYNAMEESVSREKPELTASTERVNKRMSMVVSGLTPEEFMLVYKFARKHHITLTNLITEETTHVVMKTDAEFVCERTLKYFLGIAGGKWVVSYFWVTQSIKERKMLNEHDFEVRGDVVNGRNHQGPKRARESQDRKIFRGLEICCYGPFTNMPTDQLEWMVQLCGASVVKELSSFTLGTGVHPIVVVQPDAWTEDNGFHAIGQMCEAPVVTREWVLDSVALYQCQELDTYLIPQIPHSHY
#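 Fluorescence polarization: His-tagged BRCT (~35 kDa BRCA1 C-terminus, 250 nM) bound to 100 nM fluorescein-labeled phosphorylated 10-aa BACH1 peptide, pH 7.3 phosphate buffer with DTT and Tween 20. Compounds incubated 12 min at room temperature; inhibition read as lowered polarization.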
# Fluorescein autfl: fluorescein region autofluorescence. 59,000 compounds, 0.91% hits. max fluorescein-equivalent concentration, M. Compound autofluorescence, 480/540 nm, fluorescein-equivalent; hits give high values; in the data active means max fluorescein-equivalent concentration above about 10 nM; inconclusive means between about 1.1 nM and that limit
#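 First, buffer (100 mM Tris, pH 8.0) dispensed; second, compounds and fluorescein standards pinned in; third, 15 min room-temperature incubation; finally, imaging at ex 480 nm/em 540 nm. Fluorescence normalized against the six-point fluorescein curve.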
# HEK293 cAMP cs: parental HEK293 cAMP activation (counter-screen) | parental HEK293 CNG cAMP sensor, membrane potential fluorescence | Potency, µM (doses to about 57.1 µM), inactives show top-dose activation, actives largely listed as activators | 73,000 compounds, 2.5% hits | AID 938; further: potency means the concentration at half of the fitted maximal effect; % of control where 0% means no effect; nearly all actives have a fitted effect of over 55% in size
#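 Parental HEK 293 cells stably expressing a modified CNG channel (no TSHR) report cAMP rise as membrane depolarization. Membrane potential dye with 100 uM RO 20-1724 was loaded for 60 min at room temperature, then compound added for 30 min; fluorescence read at 590 nm.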
# 4-MU autofl: compounds fluorescent in 4-MU spectral region | compound autofluorescence, 340/450 nm, 4-MU equivalents; hits give high values | 59,000 compounds, 11% hits | max dye-equivalent concentration, M | AID 589; in the data active means max dye-equivalent concentration above about 10 nM; inconclusive means mostly about 1.1 nM to 9.6 nM
#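 Intrinsic fluorescence at 340/450 nm (ex/em) was read after 15 min at room temperature in pH 8.0, 100 mM Tris. Each compound concentration expressed as 4-MU-equivalent concentration from a six-point 4-MU standard series on each plate.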
# Caspase-7 inhib: blocks human caspase-7 allosterically or competitively. recombinant caspase-7, Ac-DEVD-AFC fluorescence rate. Potency, µM (highest dose often 57.5 µM), inactives show at the top dose activity change, negative = inhibition, usual class: inhibitors. 75,000 compounds, 0.02% hits. AID 889; active means well fitted inhibition curve with a large enough effect in the main read-out, with a control signal flat, not every such curve was filed as active; inconclusive means small, poorly fitted or top-dose-only effect, or a change in a side signal; further: potency means the concentration at half of the fitted maximal effect; % of control where 0% means no effect
# A350 autofl: compounds fluorescent in Alexa 350 spectral region; Compound autofluorescence, 340/450 nm, Alexa 350 dye-equivalents; hits give high values; max dye-equivalent concentration, M; 59,000 compounds, 11% hits; AID 590; in the data active means max dye-equivalent concentration above about 10 nM; inconclusive means mostly about 1.1 nM to 9.6 nM
# BRCT PPI red: inhibitors of human BRCA1 BRCT-phosphoprotein interaction (red fluorophore). P38398. BRCT-phosphopeptide binding, red fluorescence polarization. Potency, µM (doses to about 76.9 µM), for inactives: at the highest dose activity change, negative = inhibition, usual class: inhibitors. 75,000 compounds, 0.03% hits; further: on the % scale 0 is the no-effect control and ±100 the full control effect
#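 Rhodamine-labelled pBACH1 10-mer (100 nM) bound to BRCT domain (100 nM) at pH 7.3; compounds incubated 12 min room temperature, polarization read. Free peptide defines full inhibition; unlabelled decapeptide titrated as control.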
# Casp1 inh: blocks human caspase-1 allosterically or competitively. P29466. Caspase-1 enzyme, Ac-WEHD-AFC fluorogenic rate. Potency, µM (series often up to 57.5 µM), for the others: at the highest dose activity change, negative = inhibition, most hits filed as inhibitors. 75,000 compounds, 0.03% hits;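 further: potency means the concentration at half of the fitted maximal effect; plate controls were vehicle for no effect and no substrate for full effect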
# USP2a inh: USP2a (human) protease inhibition | O75604 | USP2a enzymatic assay, qHTS inhibition | Potency, µM (doses to about 38.3 µM), for inactives: at the highest dose activity change, negative = inhibition, most hits filed as inhibitors | 60,000 compounds, 0.1% hits | AID 927;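 further: potency means the concentration at half of the fitted maximal effect; nearly all actives have a fitted effect of over 60% in size; plate controls were DMSO for no effect and NEM full inhibition control for full effect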
#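 USP2 core (20 nM final) was preincubated with compound for 30 min at RT in 20 mM Tris-HCl pH 8.0, 2 mM CaCl2, 2 mM beta-mercaptoethanol; Ub-PLA2 (20 nM) plus NBD C6-HPC (20 uM) then added, fluorescence read after 2.5 h.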
# An asterisk follows results filed as active; i = inactive; ? = inconclusive; . = not tested or not shown; [ ] = dose if it differs, or a comment. Unless noted, the call rests on the fitted dose curve; in most records, active means well fitted curve in the direction sought with a large enough effect; inconclusive means small, poorly fitted or top-dose-only effect, or another doubt; inactive means no such curve, though single readings can be large; an effect the other way counts as inactive or inconclusive.
SMILES	TexasRed autofl	Caspase-7 inhib	BRCT PPI red	HEK293 cAMP cs	A350 autofl	Fluorescein autfl	Rhodamine autofl	BRCT inh green	USP2a inh	4-MU autofl	Casp1 inh
Cc1ccc(-c2cc(C(=O)NCC3CCCO3)no2)cc1 (stereo unspecified)	?	0%	-2.5%	3%	i	i	i	-0.7%	6%	i	-1%
Cc1noc(/C=C/NCc2cccnc2)c1S(=O)(=O)N(C)CC(=O)N1CCc2ccccc21	.	-4%	-2.2%	6%	.	.	.	2.1%	.	.	-5%
C=CCn1c(SCC(=O)Nc2cccc(C(=O)OC)c2)nnc1C(C)NC(=O)c1cccs1 (stereo unspecified)	i	0%	-0.5%	-4%	i	i	i	-0.3%	25%	i	1%
O=C(c1ccc(COCC(F)(F)F)o1)N1CCCCCC1	i	-4%	0.5%	5%	i	i	i	-5.6%	-1%	i	1%
Cc1cc(C)nc(Nc2n[nH]c(COc3ccccc3)n2)n1	i	-1%	-0.5%	8%	i	?	i	2.4%	2%	i	3%
CCOc1ccc2c(C)c(C(=O)O)oc2c1OCC	i	-10%	0.0%	2%	i	?	i	-0.4%	-14%	i	0%
CCOc1ccc(NC(=O)C(CC)NC(=O)c2ccccc2CO)cc1 (stereo unspecified)	i	-1%	1.4%	6%	?	i	i	0.3%	0%	?	0%
COc1ccc(C(=O)N2CCN=C2SCc2cccnc2)cc1OC	.	0%	0.0%	1%	.	.	.	-1.3%	.	.	1%
O=c1c(O)c(-c2ccc(O)cc2)oc2cc(O)cc(O)c12	i	-8%	-1.9%	11%	?	?	i	4.5%	1%[17.1 µM]	?	-3%
CCOc1ccc(OCc2ccc(C(=O)O)o2)cc1	i	-2%	0.2%	12%	1e-08M*	i	i	-0.3%	0%	1.1e-08M*	1%
Cc1n[nH]c(C)c1-c1nc2ccccc2[nH]1	?	0%	-2.2%	4%	i	i	i	0.3%	-12%	i	4%
CCOc1ccc2nc(C(C)O)[nH]c2c1 (stereo unspecified)	?	-2%	0.7%	1%	1.7e-08M*	i	i	-2.7%	1%	1.4e-08M*	-4%
COc1ccc(C2C3=C(CC(C)(C)CC3=O)Nc3c2c(=O)[nH]c2nc(C)nn32)cc1 (stereo unspecified)	i	-9%	0.4%	6%	5.5e-08M*	i	i	2.1%	-5%	1.5e-07M*	-7%
COc1ccc(C2C(C(=O)N3CCOCC3)CCC(=O)N2c2cc(OC)c(OC)c(OC)c2)cc1 (stereo unspecified)	i	1%	-0.6%	10%	i	i	i	-0.9%	1%	i	1%
CCn1c(C(O)c2ccccc2)nc2ccccc21 (stereo unspecified)	.	0%	1.6%	8%	.	.	.	1.8%	0%	.	-1%
O=C1NCCN1C(=O)c1ccccc1F	?	0%	-1.4%	0%	i	?	i	-7.5%	-11%	i	-1%
CCn1nc(NC(=O)c2ccncc2)c2cc3cccc(C)c3nc21	i	-6%	-0.7%	5%	?	i	i	-0.8%	33%[activator]	?	-6%
CC(C)n1c(CN2CCN(C)CC2)nc2c1c(=O)n(C)c(=O)n2C	i	1%	0.1%	1%	i	i	i	1.0%	-2%	i	0%
O=C(Cc1nn[nH]n1)NCc1ccccc1Cl	i	1%	0.0%	5%	i	?	i	-1.7%	5%	i	3%
COc1cccc(NC(=O)c2cc(C(=O)Nc3cccc(OC)c3)n(C)n2)c1	i	.	.	.	i	i	i	.	.	i	.
COc1cc2c(C#N)c(N3CCN(c4ccccc4OC)CC3)nc(N)c2c(N)n1	?	-2%	-3.0%	-7%	2.1e-08M*	?	i	0.0%	21%	1.7e-08M*	-4%
Cn1nc(C(=O)NCc2ccccn2)c2ccccc2c1=O	i	-16%	-1.1%	-2%	i	i	i	-0.1%	0%	i	1%
Cc1cc2cc(CN3C(=O)c4ccccc4C3=O)ccc2n1C	?	-1%	-21%	13%	i	?	?	-1.4%	15%	i	-3%
CCC(CCC(=O)Nc1ccn(-c2ccccc2)n1)C(=O)O (stereo unspecified)	i	0%	-1.1%	7%	i	?	i	-2.4%	-5%	i	0%
O=C(O)CC1CCS(=O)(=O)C1 (stereo unspecified)	?	-1%	0.4%	10%	i	i	i	-1.4%	1%	i	1%
CC1=C(C(=O)OC2CCCC2)C(c2ccc(C)o2)C2=C(CC(c3cccs3)CC2=O)N1 (stereo unspecified)	.	-18%	-0.8%	4%	.	.	.	2.7%	37%[activator]	.	-12%
CCN(CC)C(=O)C1=C(C)Nc2nnnn2C1c1cccnc1 (stereo unspecified)	i	-1%	1.2%	-1%	i	?	i	0.9%	-2%	i	-2%
O=C(Nc1ccc2c(c1)oc1ccc(S(=O)(=O)N3CCCC3)cc12)C1CC1	?	-3%	-1.4%	-10%	i	i	i	1.6%	26%	i	2%
COC(=O)c1[nH]c2ccc(Cl)cc2c1NC(=O)CCN1CCN(C2CCCCC2)CC1	i	-2%	-1.4%	10%	?	i	i	-0.8%	25%	?	0%
COc1ccc(-c2nc(CS(=O)CC(=O)NCCCN3CC(C)CC(C)C3)c(C)o2)cc1OC (stereo unspecified)	i	-4%	0.5%	4%	i	i	i	-0.2%	10%	i	-2%
COc1ccc(OC)c(NC(=O)c2cc3ccccc3o2)c1	i	0%	0.5%	32µM*	7.6e-08M*	?	i	-3.5%	-7%	5.1e-08M*	-6%
CC(=O)OC1CC2C(C)(C)CCC(=O)[C@@]2(C)C2CC[C@@]3(C)C(c4ccoc4)OC(=O)C4OC43[C@]12C (stereo partly specified)	.	-1%	-1.1%	.	.	.	.	-1.1%[3.08 µM]	-18%	.	-1%
CCOc1ccc(-c2nnc(SCC(=O)N(CC)CC)n2N)cc1	?	-2%	-0.3%	2%	i	?	i	-0.6%	2%	i	0%
CC1CCCCC1NC(=O)c1cn(C)c2ccc(S(=O)(=O)N3CCCC3)cc2c1=O (stereo unspecified)	?	-5%	-1.6%	-18%	i	i	i	2.2%	46%[activator]	i	0%
O=C(O)c1cc(S(=O)(=O)N2CCCC2)ccc1Br	.	0%	-0.5%	0%[11.4 µM]	.	.	.	0.1%	2%[7.66 µM]	.	1%
CCSc1nnc(N2C(=O)CC(c3ccsc3)C3=C2CC(C)(C)CC3=O)s1 (stereo unspecified)	.	-4%	0.7%	0%	.	.	.	-0.9%	.	.	-2%
COc1cccc(C(=O)OCCN2C(=O)c3ccccc3C2=O)c1OC	?	0%	-0.4%	13%	i	i	i	4.1%	8%	i	3%
COC(=O)c1[nH]c2cccc(OC)c2c1NC(=O)CCN1CCC(C(N)=O)CC1	i	0%	0.3%	5%	?	i	i	-1.0%	-3%	1.5e-08M*	2%
O[C@@H]1[C@@H](OCc2ccccc2)OC[C@H](O)[C@@H]1O	i	-1%[11.5 µM]	-0.4%[15.4 µM]	21%[11.4 µM]	i	i	i	-0.5%[15.4 µM]	.	i	0%[11.5 µM]
CC(c1ccco1)N(C(=O)c1ccc(Cl)s1)c1ccccn1 (stereo unspecified)	i	-2%	-0.1%	?	i	i	i	0.7%	0%	i	2%
COc1ccc(C(=O)n2cnc(N)n2)cc1	i	0%	0.8%	2%	i	i	i	-2.5%	2%	i	1%
CS(=O)(=O)Nc1ccc(C(=O)N2CCCCC2)cc1	i	1%	-1.1%	5%	i	?	i	-0.4%	-11%	i	2%
CCOc1ccc(C2C(C#N)=C(N)SC(N)=C2C#N)c(OCC)c1	i	-6%	0.2%	8%	i	?	i	131%[activator]	4%	i	-6%
Cc1cc(C)nc(SCc2nnc(SCC(=O)Nc3ccc(C)c(C)c3)n2Cc2ccco2)n1	i	-3%	-4.1%	21%	i	i	i	5.2%	141%[activator]	i	-2%
Cc1noc(C)c1C(=O)N1CCC(Cc2ccccc2)CC1	.	-2%	-0.8%	-14%	.	.	.	-0.4%	.	.	0%
Cn1c(NC(=O)c2ccco2)cc(=O)n(C)c1=O	.	0%	0.3%	4%	.	.	.	-3.7%	.	.	2%
CCCCC(CC)COC(=O)c1ccc(N(C)C)cc1 (stereo unspecified)	.	-2%	0.3%	29%	.	.	.	-0.4%	.	.	-3%
O=C(COC(=O)CCc1nc2ccccc2s1)Nc1ccc(S(=O)(=O)N2CCOCC2)cc1	?	-1%	0.3%	3%	i	?	i	0.8%	29%	i	2%
CC(=O)Nc1ccc(S(=O)(=O)Nc2nc3ccccc3nc2N2CCCC2)cc1	i	-6%	0.5%	12%	1.1e-08M*	i	i	-3.5%	11%	?	-3%

# Pulled by compound from above, two records:
SMILES	TexasRed autofl	Caspase-7 inhib	BRCT PPI red	HEK293 cAMP cs	A350 autofl	Fluorescein autfl	Rhodamine autofl	BRCT inh green	USP2a inh	4-MU autofl	Casp1 inh
CC(=O)OC1CC2C(C)(C)CCC(=O)[C@@]2(C)C2CC[C@@]3(C)C(c4ccoc4)OC(=O)C4OC43[C@]12C (stereo partly specified)	.	-1%	-1.1%	.	.	.	.	-1.1%[3.08 µM]	-18%	.	-1%
CC1CCCCC1NC(=O)c1cn(C)c2ccc(S(=O)(=O)N3CCCC3)cc2c1=O (stereo unspecified)	?	-5%	-1.6%	-18%	i	i	i	2.2%	46%[activator]	i	0%

# This is a subset, so the mix of outcomes need not match the whole.
